Screens from PubChem.
TbPYK inhibitor = T. brucei pyruvate kinase inhibition. AID 624173. 410,000 tested, 0.12% active. Potency, µM (doses to about 76.8 µM), for inactives: top-dose activity, negative = inhibition, actives largely listed as inhibitors. TbPYK enzyme, Kinase-Glo Plus ATP luminescence, 45 min. Q57TT1; further: potency means the concentration at half of the fitted maximal effect; on the % scale 0 is the no-effect control and ±100 the full control effect; nearly all actives have a fitted effect of over 50% in size
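Assay buffer: 50 mM TEA pH 7.2, 100 mM KCl, 10 mM MgCl2, 0.05% BSA, 0.01% Tween-20. Pyruvate kinase from T. brucei plus substrate met compound, then ADP (130 uM final). Luminescence was read post 45 min RT.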
AMA1-RON2 inh = AMA1-RON2 (P. falciparum) interaction inhibition | AlphaScreen AMA1-biotinylated RON2 peptide binding | Potency, µM (doses to about 58.2 µM), without a hit: at the highest dose activity change, negative = inhibition, most hits filed as inhibitors | 360,000 tested, 0.2% active | AID 720542;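 further: potency means the concentration at half of the fitted maximal effect; 0% = vehicle wells and -100% = peptide control; nearly all actives have a fitted effect of over 45% in size; some results filed as inactive show a strong effect at the top dose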
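AMA1 (3D7) with his tag at 25 nM final met compounds first, then biotinylated RON2 peptide at 25 nM; detection used donor plus acceptor beads, 10 µg/mL apiece, read by AlphaScreen after 30 min at room temperature.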
Shiga inhibitor = inhibitors of Shiga toxin in Vero cells | Vero cells, Shiga toxin protein synthesis inhibition reporter | inhibition, % at 38.7 µM | 290,000 tested, 9.2% active | AID 2315; in the data active means inhibition mostly above about 28%, no sharp cut-off; inactive means mostly below about 43%; further: 0% is about no effect
CHX counter = counter-screen hit for Shiga toxin inhibitors, cycloheximide; max response, %; cell reporter, cycloheximide protein synthesis inhibition counterscreen; 300,000 tested, 12% active; in the data active means max response mostly above about 13%, no sharp cut-off; inactive means mostly below about 14%; further: read at 38.3 µM for the half of the compounds with a filed dose; 0% is about no effect
LmPK inh = blocks Leishmania mexicana pyruvate kinase activity; purified LmPK, Kinase-Glo ATP luminescence, 1 h; Potency, µM (highest dose often 57.5 µM), without a hit: at the top dose activity change, negative = inhibition, hits mostly inhibitors; 290,000 tested, 0.37% active; AID 1721; further: potency means the concentration at half of the fitted maximal effect; on the % scale 0 is the no-effect control and ±100 the full control effect
Target sequence (Q27686 whole entry, looked up): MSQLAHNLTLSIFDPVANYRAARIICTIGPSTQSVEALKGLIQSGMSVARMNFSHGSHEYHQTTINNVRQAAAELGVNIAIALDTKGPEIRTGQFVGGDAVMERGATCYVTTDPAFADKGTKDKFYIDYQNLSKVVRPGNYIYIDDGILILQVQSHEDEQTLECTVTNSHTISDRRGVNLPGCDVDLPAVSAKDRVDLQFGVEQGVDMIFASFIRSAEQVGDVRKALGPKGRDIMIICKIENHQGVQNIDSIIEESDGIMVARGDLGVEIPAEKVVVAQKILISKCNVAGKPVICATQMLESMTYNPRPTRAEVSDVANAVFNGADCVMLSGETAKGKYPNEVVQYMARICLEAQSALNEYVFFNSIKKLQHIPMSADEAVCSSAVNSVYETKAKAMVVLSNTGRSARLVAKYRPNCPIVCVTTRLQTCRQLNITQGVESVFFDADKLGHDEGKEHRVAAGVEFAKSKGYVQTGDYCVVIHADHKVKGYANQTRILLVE
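In 50 mM imidazole pH 7.2 with 7 mM MgCl2, LmPK (0.1 nM) turned over PEP (0.5 mM) and ADP (0.1 mM) for 1 h at room temperature. Luciferase read-out of ATP.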
Pf growth 96h = P. falciparum growth inhibition at 96 hour, primary screen for plastid delayed-death inhibitors; P. falciparum luciferase reporter growth, 96 h; Potency, µM (top dose mostly 28.7 µM), for the others: top-dose activity change, negative = inhibition, usual class: inhibitors; 320,000 tested, 6.9% active; further: potency means the concentration at half of the fitted maximal effect; on the % scale 0 is the no-effect control and ±100 the full control effect
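Infected RBCs, 2% Hct / 0.05% parasitemia final; luciferase-reporter P. falciparum; cpd 96 h, 37 C, 5% CO2; luciferase detection reagent; luminescence.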
Pf growth 48h = P. falciparum growth inhibition at 48 hours (one generation); P. falciparum luciferase growth in erythrocytes, 48 h; 310,000 tested, 5.9% active; Potency, µM (doses to about 28.7 µM), for inactives: at the highest dose activity change, negative = inhibition, actives largely listed as inhibitors; further: potency means the concentration at half of the fitted maximal effect; on the % scale 0 is the no-effect control and ±100 the full control effect
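A one-generation exposure of luciferase-tagged malaria parasites in RPMI 1640/Albumax erythrocyte culture, 37 C and 5% CO2. Inhibition is inferred from decreased luminescence after adding detection reagent.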
* hit, by the source's call; ? = inconclusive; . = not tested or not shown; + = active, no number; [ ] = dose if it differs, or a comment. Unless noted, the call rests on the fitted dose curve; in most records, active means well fitted curve in the direction sought with a large enough effect; inconclusive means small, poorly fitted or top-dose-only effect, or another doubt; inactive means no such curve, though single readings can be large; an effect the other way counts as inactive or inconclusive. This is a random part of the collection; 21% or so of the library scored in one or more.

SMILES	TbPYK inhibitor	AMA1-RON2 inh	Shiga inhibitor	CHX counter	LmPK inh	Pf growth 96h	Pf growth 48h
CC(=O)c1c(C)[nH]c(C(=O)N(CCc2ccccc2)Cc2ccccc2)c1C	2%	-8%	27	11	12%	24%	-36%
O=S(=O)(c1ccc(F)cc1)N1CCn2c(nc3ccccc32)C1	-14%	1%	-6	-7	6%	-25%	.
CC(C)(C)C(=O)Nc1nnc(-c2ccccc2)c(-c2ccccc2)n1	-1%	17%	30	9	1%	?	?
O=C(O)c1ccccc1N/N=C/c1cc(Br)cc(Br)c1O	-4%	-24%	127*	37*	6%	353%[activator]	169%[activator]
O=C(NC1CCCCC1)c1c(O)nc2sccn2c1=O	-5%	23%	.	.	.	10µM*	10µM*
CCc1nc(SCc2ccccc2C#N)n[nH]1	-1%	5%	2	-2	1%	9.3µM*	-12%
CCOC(=O)COc1ccc(S(=O)(=O)NCC2CCCO2)cc1 (configuration not stated)	-2%	-1%	22	-2	2%	?	-7%
O=C(COC(=O)CCc1c[nH]c(=O)[nH]1)Nc1ccccc1Cl	-4%	15%	-3	1	2%	-4%[5.75 µM]	19%
CC(=O)c1cc2c(cc1NC(=O)c1cc(C)nn1-c1ccccc1)OCO2	-4%	-5%	-14	-3	6%	?	-10%
CC(=O)NC1N=C(C)N(c2ccccc2)C1=O (configuration not stated)	-27%	0%	-15	6	0%	16%	.
COc1ccc(C(=O)c2c(C)oc3cc([N+](=O)[O-])c(O)c([N+](=O)[O-])c23)cc1	-11%	-1%	-8	-1	2%	?	?
Cc1cc(C)c(S(N)(=O)=O)c(C)c1N(C)S(=O)(=O)c1ccc(Cl)cc1	-9%	13%	-4	1	-7%	?	-1%
COc1cccc(=O)c2c(C)n(CC(=O)c3ccccc3)c(C)c12	-4%	-9%	24	0	4%	293%[activator]	?
COc1cccc(NC(=O)CN(C)C(=O)CCNC(=O)c2ccccc2Cl)c1	0%	18%[11.6 µM]	.	.	.	-12%	4%
O=S(=O)(Nc1ncccn1)c1ccc(NC(=S)NCCc2ccccc2)cc1	-6%	-10%	27	-4	1%	-13%	?
CCOC(=O)C(NCCc1ccccc1)(NC(=O)CC)C(F)(F)F (configuration not stated)	5%	22%	-9	-4	-3%	?	-5%
COc1ccc(-c2cc(=O)[nH][nH]2)cc1	-15%	8%	-5	1	1%	9%	.
CCCCn1c(C)nc2c(=O)n(C)c(=O)[nH]c21	0%	-8%	-11	-1	8%	.	19%
Cc1c(NS(=O)(=O)c2ccc(NCCN3CCOCC3)c([N+](=O)[O-])c2)c(=O)n(-c2ccccc2)n1C	-7%	-17%	20	4	0%	-2%	0%
CC1(C)N=C(SCC(=O)Nc2ccc(Cl)cc2)C(c2ccc(Cl)cc2)=N1	-2%	15%	9	4	4%	.	.
COc1ccc(C2CC(=O)C(C=NCCN3CCN(C(C)=O)CC3)=C(O)C2)cc1OC (configuration not stated)	.	.	22	-5	1%	39%[activator]	3%
CCn1c(SC)nnc1C1CCN(S(=O)(=O)c2ccc(OC)cc2)CC1	2%	-14%	-7	-3	1%	-26%	4%
COc1ccc(N2C(=O)CC(N3CCN(Cc4ccc5c(c4)OCO5)CC3)C2=O)cc1 (configuration not stated)	4%	-11%	6	8	3%	17%	-27%
CCOc1ccc2nc(COC(=O)c3cccs3)c(C(C)=O)[n+]([O-])c2c1	0%	0%	6	8	1%	?	-11%
FC(F)(F)c1ccccc1NC(=S)N1CCCC1	-8%	-14%	-2	9	5%	13%	125%[activator]
O=C(Nc1ccc(F)cc1F)c1ccc2c(=O)n3c(nc2c1)CCC3	-8%	4%	.	.	.	150%[activator]	150%[activator]
O=C(CNc1cc(S(=O)(=O)N2CCOCC2)ccc1NCC1CCCO1)Nc1ccc(C(F)(F)F)cc1 (configuration not stated)	5%	-31%	.	.	.	?	?
COc1ccccc1CN1C[C@@H]2C[C@@H](c3[nH]c4ccc(C)cc4c3C)N3CCC[C@@]23C1=O	0%	9%	-10	7	4%	-14%	7.4µM*
O=C(Nc1nnc(Cc2ccccc2)s1)c1ccco1	1%	8%	62	18	0%	139%[activator]	.
CCC(CC)c1nnc(NS(=O)(=O)Cc2ccccc2)s1	-18%	-3%	11	0	0%	-7%	14%
COc1ccc(C)c2sc(N(CCCN(C)C)C(=O)c3ccc(S(=O)(=O)N(C)C)cc3)nc12	6%	-7%	21	-3	-3%[11.5 µM]	?	?
COc1ccc(-c2cc3cc(C(=O)O)ccn3c2C(=O)c2ccccc2)cc1	-8%	0%	17	-3	2%	-9%	?
C/C(=N\N1C(C)CCCC1C)c1ccccc1O (configuration not stated)	-7%	1%	9	6	2%	1%	-13%
O=C(Nc1cccc(F)c1)c1ccco1	-5%	-19%	42*	29*	-18%	7%	110%[activator]
CCC(=NC1CCN(Cc2ccccc2)CC1)c1c(O)[nH]c(=O)[nH]c1=O	-3%	-8%	-27	6	-3%	5.2µM*	?
Cc1c(Cl)cccc1NC(=S)N1CCCN(Cc2ccccc2F)C1	-2%	42%[activator]	-5	-1	-4%	?	?
COc1ccc(Cc2noc(-c3ccc(C)cc3)n2)cc1	-4%	22%	72*	29*	-8%	7%	73%[activator]
COC1(OC)N=C(N)C2(C#N)C(c3ccc(F)cc3)C12C#N (configuration not stated)	-20%	31%[activator]	1	1	-7%	73%[activator]	7%
O=c1cc(CSc2ccc(S(=O)(=O)N3CCCCC3)cn2)nc2sccn12	2%	14%	-19	-5	-1%	9%	-16%
Cc1cc(SCC(=O)c2cccs2)n2nc(C)c(-c3ccc(Cl)cc3)c2n1	-10%	0%	21	1	-2%	?	-22%
CC1(C)OC(=O)C(=CNC(CO)C(=O)O)C(=O)O1 (configuration not stated)	-3%	40%[activator]	15	7	0%[11.5 µM]	-8%	8%
CCCCCCCCOC(=O)c1c(CSC(=N)N)n(C)c2cc(Br)c(OC(C)=O)cc12	0%	36%[activator]	-10	-3	-1%	10µM*	?
CCOC(=O)C1CCN(C(=O)c2ccccc2NS(=O)(=O)c2ccccc2)CC1	-5%	5%	19	-2	8%	-60%	22%
Cc1cc(=O)c2c(C)ccc(C)c2[nH]1	-7%	4%	-10	-8	-4%	32%[activator]	-11%
Cc1ccc(CNc2ccc(N3CCOCC3)c(C(=O)O)c2)s1	1%	5%	-2	2	3%	.	0%
O=C(COc1ccccc1[N+](=O)[O-])NNC(=O)Nc1cccc2ccccc12	-3%	74%[activator]	-2	8	1%	-5%	-27%
COc1cccc(CC(=O)N2CCN(S(=O)(=O)c3ccc(Br)cc3)CC2)c1	-1%	6%	.	.	.	0%	-9%
NS(=O)(=O)c1ccc(NS(=O)(=O)c2ccc3c(c2)OCCO3)cc1	0%	-2%	-15	-4	6%	33%[activator]	23%
CC(C)CC(=O)Nc1cccc(-c2csc(-c3ccccc3)n2)c1	-5%	12%	+	39*	6%	6.6µM*	?
COc1cccc(NC(=O)CCc2nnc3ccc(N4CCC(C)CC4)nn23)c1	-29%	7%	2	-6	-2%	?	?

Next section:
SMILES	TbPYK inhibitor	AMA1-RON2 inh	Shiga inhibitor	CHX counter	LmPK inh	Pf growth 96h	Pf growth 48h
CCCCNS(=O)(=O)C1CCS(=O)(=O)C1 (configuration not stated)	-12%	16%	-7	-6	-1%	.	1%
Cn1nnnc1SCC(=O)Nc1ccccc1C(=O)NC1CC1	2%	0%	-10	7	-2%	11%	.
C=CCn1c(-c2c(C)nc3cc(C)ccn23)n[nH]c1=S	-25%	-6%	21	-1	-2%	-9%	23%
Cc1ccc(CN(Cc2cc3cc(C)ccc3[nH]c2=O)C(=O)N2CCOCC2)cc1	-3%	0%	3	-1	1%	?	6.6µM*
N#CCC(=O)N/N=C/c1cn(Cc2cccc3ccccc23)c2ccccc12	-4%	7%	-13	-1	6%	?	?
O=C(COC(=O)c1cccc(S(=O)(=O)NCc2ccccc2)c1)c1ccc2c(c1)OCCO2	-11%	0%	23	11	9%	?	11%
CC(C)Oc1ccc(Br)cc1C(=O)N/N=C/c1c[nH]c2ccccc12	-5%	97%[activator]	-6	4	1%	-25%	?
O=C(Nc1ccc(Cl)c(S(=O)(=O)N2CCCCC2)c1)C1=COCCO1	-9%	-10%	.	.	.	?	10%
CC1Cc2ccccc2N1C(=O)CSc1nc(-c2ccccc2)cs1 (configuration not stated)	-14%	5%	21	8	-1%	10µM*	?
Cc1ccc2c(CC(=O)Nc3cccc(S(=O)(=O)N4CCOCC4)c3)coc2c1	-3%	-7%	25	12	-1%	?	?

Entries listed so far that have a thiophene ring, fused or not, in the order listed:
SMILES	TbPYK inhibitor	AMA1-RON2 inh	Shiga inhibitor	CHX counter	LmPK inh	Pf growth 96h	Pf growth 48h
CCOc1ccc2nc(COC(=O)c3cccs3)c(C(C)=O)[n+]([O-])c2c1	0%	0%	6	8	1%	?	-11%
Cc1cc(SCC(=O)c2cccs2)n2nc(C)c(-c3ccc(Cl)cc3)c2n1	-10%	0%	21	1	-2%	?	-22%
Cc1ccc(CNc2ccc(N3CCOCC3)c(C(=O)O)c2)s1	1%	5%	-2	2	3%	.	0%

Further compounds follow.
SMILES	TbPYK inhibitor	AMA1-RON2 inh	Shiga inhibitor	CHX counter	LmPK inh	Pf growth 96h	Pf growth 48h
O=C(NCCCc1ccc(F)cc1)C1CCC(=O)N(CCN2CCOCC2)C1 (configuration not stated)	0%	-7%	-4	-2	-1%	?	21%
COCCN(Cc1ccccc1)C(=O)c1ccc(C(=O)c2ccccc2)cc1	0%	5%	.	.	.	?	?
COc1cc(C(c2nnnn2C2CCCC2)N2CCN(C)CC2)cc(OC)c1OC (configuration not stated)	0%	-2%	-10	4	-1%	62%[activator]	0%
CCOC(=O)C1(CC2CCCCO2)CCN(C2CCSCC2)CC1 (configuration not stated)	-14%	-4%	-8	-3	4%	22%	?
N#C/C(=C/c1ccc(N2CCOCC2)o1)C(=O)N1CCOCC1	-25%	-19%	26	1	2%	-13%	42%[activator]
O=C(CCN1C(=O)C2CCCCC2C1=O)Nc1nc2ccc(F)cc2s1 (configuration not stated)	-1%	2%	.	.	.	157%[activator]	383%[activator]
Cc1ccc(CNC(=O)CCCn2nc(C)n3ccnc3c2=O)cc1	0%	-2%	-5	-2	-11%	-11%	-4%
O=C(NC(=S)NC(c1ccccc1)c1ccncc1)c1ccccc1 (configuration not stated)	-1%	14%	-3	-6	2%	9.3µM*	?
O=C(Nc1ccccc1Oc1ccccc1)c1cnccn1	4%	-2%	-7	1	-2%	1%	?
CCOC(=O)c1cc2c(ccn2-c2ccc(F)cc2)n1CC(=O)NC(C)(C)C	.	.	-3	-2	0%	-28%	?
Cc1ccc(S(=O)(=O)N(CCC(=O)NCc2ccccc2F)c2ccccc2)cc1	3%	-7%	.	.	.	?	?
COc1ccc([N+](=O)[O-])cc1Nc1ncnc2ccccc12	2%	-9%	-9	-6	-2%	?	15%
COc1ccccc1N(CC(=O)NCc1ccccc1C)S(=O)(=O)c1ccc(C)cc1	1%	-14%	-1	-8	-5%	0%	?
O=c1nc(N2CCOCC2)nc2n1CCO2	-11%	13%	-15	5	0%	31%[activator]	19%
CC(C)(C)NS(=O)(=O)c1ccc2c(c1)oc(=O)c1cc(S(=O)(=O)NC(C)(C)C)ccc12	11%	4%	-10	-2	10%	.	24%
O=C(COC(=O)/C=C/c1cccc(F)c1)NC1CCCC1	2%	-1%	.	.	.	10%	4%
